Bioassay records: PubChem, Johns Hopkins Ion Channel Center
Kir21 block – inhibitors of mouse Kir2.1 inward-rectifier potassium channel | HEK293-Kir2.1, FluxOR thallium flux fluorescence; active compounds read low | 310,000 tested, 0.85% active | B-score at 10 µM;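 active = fluorescence ratio B-score at or below minus 3 SD of library scores, with starting-brightness B-score within 2 SD, cut at about -4.2 in these data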;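 note: channel flux triggered by added potassium and thallium sulfate stimulus; B-score of peak minus minimum fluorescence over baseline after thallium stimulus; more negative B-score means stronger Kir2.1 block with less thallium influx; some compounds called inactive have numbers as strong as hits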
Target sequence (P35561 whole entry, looked up): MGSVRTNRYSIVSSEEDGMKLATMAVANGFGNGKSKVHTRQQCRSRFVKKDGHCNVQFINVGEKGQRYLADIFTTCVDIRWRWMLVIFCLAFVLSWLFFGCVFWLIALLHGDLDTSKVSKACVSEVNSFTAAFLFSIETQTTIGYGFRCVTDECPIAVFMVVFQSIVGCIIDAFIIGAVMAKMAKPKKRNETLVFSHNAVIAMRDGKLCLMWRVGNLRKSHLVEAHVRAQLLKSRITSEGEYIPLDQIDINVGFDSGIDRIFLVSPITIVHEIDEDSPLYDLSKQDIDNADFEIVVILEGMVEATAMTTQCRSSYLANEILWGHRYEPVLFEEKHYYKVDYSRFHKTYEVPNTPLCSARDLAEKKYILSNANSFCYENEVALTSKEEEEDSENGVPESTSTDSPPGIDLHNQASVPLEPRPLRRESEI
CHT block – inhibitors of human choline transporter CHT | Q9GZV3 | CHT-expressing cells, membrane potential dye, choline response; active compounds read low | B-score at 10 µM | 310,000 tested, 0.86% active;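 active = B-score over 3 SD under the library average, and starting fluorescence ratio not unusually high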;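 note: choline stimulus applied at its EC90 after an EC20 pre-addition; B-score computed on integrated fluorescence ratio after choline addition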
Target sequence (Q9GZV3 whole entry, looked up): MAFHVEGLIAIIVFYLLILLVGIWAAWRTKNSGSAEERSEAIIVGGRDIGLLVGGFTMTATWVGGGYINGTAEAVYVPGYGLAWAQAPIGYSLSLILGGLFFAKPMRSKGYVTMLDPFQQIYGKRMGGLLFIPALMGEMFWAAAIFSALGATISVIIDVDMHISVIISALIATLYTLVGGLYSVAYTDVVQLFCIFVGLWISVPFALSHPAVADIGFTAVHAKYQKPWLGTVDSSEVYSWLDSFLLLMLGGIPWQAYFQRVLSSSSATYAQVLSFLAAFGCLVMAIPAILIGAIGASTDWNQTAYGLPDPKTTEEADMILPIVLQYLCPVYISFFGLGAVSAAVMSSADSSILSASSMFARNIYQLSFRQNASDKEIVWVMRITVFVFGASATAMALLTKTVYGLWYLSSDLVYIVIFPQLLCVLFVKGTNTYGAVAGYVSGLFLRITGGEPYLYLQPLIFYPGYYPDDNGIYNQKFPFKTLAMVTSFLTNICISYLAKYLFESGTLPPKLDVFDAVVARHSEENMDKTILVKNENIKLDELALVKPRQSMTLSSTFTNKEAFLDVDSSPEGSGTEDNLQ
* hit, by the source's call; i = inactive; . = not tested or not shown. Compounds as they come; 1.6% or so of the library scored in one or more.

Molecule | Kir21 block | CHT block
CC(C)Cc1c(O)nc(SCC(=O)N2CCCCCC2)[nH]c1=O | -1.38 | i
CN(Cc1ccon1)C(=O)C1CCC(=O)N(Cc2ccc(Cl)cc2)C1 (stereo not given) | 0.17 | i
CC(=O)Oc1ccc(C(=O)Nc2ccc(S(=O)(=O)N3CCOCC3)cc2)cc1 | -1.67 | i
Cc1cc(O)ccc1NC(=O)CCN1C(=O)c2ccc([N+](=O)[O-])cc2C1=O | -1.18 | i
COc1ccc(-c2noc(CN3CCCCC3)n2)cc1OC | 2.34 | i
Cc1c(C(=O)N(Cc2cccc(Br)c2)C2CCS(=O)(=O)C2)oc2ccccc12 (stereo not given) | 0.18 | i
CC(Oc1cccc(Cl)c1)C(=O)N(C)CC(=O)Nc1ccc(N2CCOCC2)cc1 (stereo not given) | 0.98 | i
CCCCN(CCCC)C(=O)C1(P(=O)(c2ccccc2)c2ccccc2)CCC1 | -0.91 | i
O=C(Cn1c2c(c(=O)n3ncnc13)CCC2)N/N=C/c1ccc(Cl)cc1 | -0.4 | i
S=c1[nH]cnc2sc(-c3ccccc3)cc12 | 1.39 | i
CCNC(=O)N1CCC(c2nc3ccccc3s2)CC1 | -0.46 | i
Cc1ccc2nc(N3CC(=O)Nc4ccccc43)nc(-c3ccccc3)c2c1 | . | i
CCC(=O)Nc1nc(C)c(Oc2ccccc2)c(=O)[nH]1 | -1.05 | i
COc1ccc(CCNc2cc(=O)[nH]c(N)n2)cc1 | -0.03 | i
COc1ccc(-c2nnc3sc(COc4ccc(C)cc4)nn23)cc1 | 1.58 | i
CCN1C(=NCc2ccccc2)N[C@@H](c2ccccc2)[C@H](C(=O)OC)[C@H]1C | -1.97 | i
CC(=O)NC1=NN(C(C)=O)C(C)(c2ccccn2)S1 (stereo not given) | 1.05 | i
COc1ccc(NCc2nc3ccccc3n2C)cc1 | 1.2 | i
O=C(N/N=C/c1ccc(OC(=O)c2ccco2)cc1)c1ccc[n+]([O-])c1 | 1.11 | i
Cc1ccc(CNC(=O)/C=C/c2cccs2)cc1 | -1.86 | i
CCNc1nc(Oc2ccc(=O)n(-c3ccccc3)n2)nc(N2CCOCC2)n1 | 1.16 | i
Cc1cc(C)cc(C(=O)NCC(=O)NCc2ccc(S(N)(=O)=O)cc2)c1 | 0.81 | i
COC(=O)c1c(-c2ccccc2Cl)noc1/C=C/N(C)C | 0.32 | i
Cc1ccc(-n2nc3c(=O)n(CC(=O)NCCCc4ccccc4)nc(C)c3c2C)cc1 | 0.02 | i

Quoted at random: 2 entries already listed.
Molecule | Kir21 block | CHT block
COc1ccc(NCc2nc3ccccc3n2C)cc1 | 1.2 | i
COC(=O)c1c(-c2ccccc2Cl)noc1/C=C/N(C)C | 0.32 | i

The list continues:
Molecule | Kir21 block | CHT block
O=C(c1cc(Cl)cc(Cl)c1)N1CCOCC1 | 0.5 | i
Cc1c(Br)c([N+](=O)[O-])nn1CCCC(=O)NC(C)c1ccccc1 (stereo not given) | 0.76 | i
Cc1ccc2c(c1)c(C)c(C)n2CC(O)Cn1nnc2ccccc21 (stereo not given) | -0.95 | i
CC(=O)Nc1cccc(OCCCNC(=O)c2ccc(F)cc2)c1 | -0.84 | i
COc1ccc(NN=Nc2ccc([N+](=O)[O-])cc2)cc1 | 0.22 | i
C=CCn1c(=S)[nH]c2scc(-c3cccs3)c2c1=O | 0.74 | .
CCc1ccc(C(=O)NNC(=O)c2ccc3c(=O)n4c(nc3c2)CCC4)cc1 | 0.07 | i
Cc1cc(C(=O)OCC(=O)c2c(N)n(C)c(=O)n(C)c2=O)c(C)n1-c1ccccc1 | 0.67 | i
O=C1C2C3c4ccccc4C(c4ccccc43)C2C(=O)N1c1ccncc1 (stereo not given) | 0.04 | .
COC(=O)C1(C)NC(c2ccc(OC)cc2)C2C(=O)N(c3ccccc3)C(=O)C21 (stereo not given) | 0.01 | i
CCOC(=O)c1c(C)[nH]c(C(=O)COC(=O)CCS(=O)(=O)c2ccc(C)cc2)c1C | 1.69 | i
CCn1c(SCC(=O)N/N=C/c2ccc(C)s2)nc2ccccc21 | -3.38 | i
NCCCCC(=O)O | . | i
O=C(Nc1cccc(Br)c1)c1ccc(OC2CSC2)cc1 | 0.08 | i
COc1cc(/C=N/NC(=O)Cc2csc(N3CCOCC3)n2)cc(OC)c1O | 1.22 | i
O=C(Nc1nnc(Cc2ccccc2)s1)c1ccco1 | 0.84 | i

Structural class: the compounds so far containing a Cl atom (five)
Molecule | Kir21 block | CHT block
CN(Cc1ccon1)C(=O)C1CCC(=O)N(Cc2ccc(Cl)cc2)C1 (stereo not given) | 0.17 | i
CC(Oc1cccc(Cl)c1)C(=O)N(C)CC(=O)Nc1ccc(N2CCOCC2)cc1 (stereo not given) | 0.98 | i
O=C(Cn1c2c(c(=O)n3ncnc13)CCC2)N/N=C/c1ccc(Cl)cc1 | -0.4 | i
COC(=O)c1c(-c2ccccc2Cl)noc1/C=C/N(C)C | 0.32 | i
O=C(c1cc(Cl)cc(Cl)c1)N1CCOCC1 | 0.5 | i

The list goes on.
Molecule | Kir21 block | CHT block
CCCCn1nc2cc(C(=O)NCc3ccco3)ccc2c1OCC | 0.72 | i
Nc1cc(=O)nc(SCC(=O)Nc2ccccc2Cl)n1-c1ccccc1 | 0.33 | i
c1coc(Cn2nnnc2CN2CCN(C3CCCC3)CC2)c1 | -0.39 | i
Nc1nc(Nc2ccccc2)nc(NCc2ccccc2)c1[N+](=O)[O-] | 0.83 | i
S=c1[nH]nc(-c2ccc3ccccc3n2)n1-c1cc(Cl)cc(Cl)c1 | 0.4 | i
CC1(O)C(=O)c2ccccc2N(c2ccccc2)C1=O (stereo not given) | -0.43 | i
COc1ccc(/C=N/NC(=O)c2sc3nc(C)cc(C)c3c2N)cc1 | -0.19 | i
Cc1ccc(C)c(C(=O)Nc2c(C(N)=O)oc3ccccc23)c1 | -1.39 | i
COC(=O)c1nnn(-c2nonc2N)c1CSc1ccc(Cl)cc1 | -0.07 | i
CCc1cccc(NC(=O)NC(=O)Cn2nnc(C(=O)OC)c2C(=O)OC)c1 | -0.86 | i
COc1cc(NC(=O)NC(C)(C(F)(F)F)C(F)(F)F)cc(OC)c1OC | -0.08 | i
CC1(c2ccccc2Cl)NC(=O)N(CC(=O)NCCC2=CCCCC2)C1=O (stereo not given) | 0.33 | i
COc1ccccc1NC(=O)NCCN1CCCCC1 | -0.99 | i
Cn1c(=O)c2sccc2n(Cc2ccc(Br)cc2)c1=O | -0.86 | i
CC(NC=O)c1nc2ccccc2n1CCc1ccccc1 (stereo not given) | 0.17 | i
Cc1cccc(C2C3=C(Nc4[nH]n(-c5ccccc5)c(=O)c42)c2ccccc2C3=O)c1 (stereo not given) | 0.13 | .
COc1ccc(-c2noc(N3CCC(C(=O)N(C)c4ccccc4C)CC3)n2)cc1 | 0.02 | i
CCS(=O)(=O)Nc1ccc2c(c1)OCO2 | 0.63 | i
CCOc1ccccc1C(=O)OCC(=O)Nc1ncc(C(F)(F)F)cc1Cl | -4.89 | i
COc1ccc(OC)c(NC(=O)C2C3C=CC(C3)C2C(=O)NCc2ccccn2)c1 (stereo not given) | -0.95 | i
C=CCSc1nnc2c(n1)OC(c1ccccn1)N(C(C)=O)c1ccccc1-2 (stereo not given) | -0.42 | i
Cc1cc(C)n(C(=O)COc2ccc(Cl)cc2Cl)n1 | 0.12 | i
CC(C)COc1ccc(/C(O)=C2/C(=O)C(=O)N(CCN(C)C)C2c2ccncc2)cc1 (stereo not given) | 0.75 | i
C(=N\Nc1nc(N2CCOCC2)nc(N2CCOCC2)n1)/c1cccnc1 | 0.12 | i
O=c1c(Cl)c(N2CCOCC2)cnn1-c1nc2ccccc2[nH]1 | 1.24 | i
Cc1cc(C)nc(NCCO)n1 | 0.2 | i
O=C1CC(Cc2ccccc2)C(=O)N1Cc1ccco1 (stereo not given) | -0.57 | i
CS(=O)(=O)c1ccc2nc(NC(=O)CN3C(=O)NC4(CCCC4)C3=O)sc2c1 | 0.01 | i
COCc1cc(C)nc(OCC(=O)N/N=C/c2ccc(OC)c(O)c2)c1C#N | 0.41 | i
COc1ccc(-n2nc(C(=O)NCC(=O)N3CCN(Cc4ccccc4)CC3)c3ccccc3c2=O)cc1OC | -0.19 | i
CNC(=O)N(O)C1N(/N=C/c2cc(Br)ccc2O)C(=S)SC1(C)C (stereo not given) | 0.27 | i
COc1cc(C2=NOC(C(=O)Nc3cccnc3)C2)cc(OC)c1OC (stereo not given) | 0.01 | i
COc1ccc(/C=C/C(=O)N(Cc2ccccc2)c2ccccn2)cc1OC | 0.04 | i
CC(NC(=O)C(C)(C)C)C(c1cccs1)N1CCOCC1 (stereo not given) | 1.51 | i
CCN(CC)CCN1C(=O)C(=O)/C(=C(/O)c2c(C)[nH]c(C(=O)OC)c2C)C1c1cccc(OC)c1 (stereo not given) | 0.43 | i
CCOC(=O)c1c(NC(=O)c2cccs2)sc(C)c1C | -1.41 | i
CCOc1ccc(C/C(O)=C2\C(=O)CC(C)(C)CC2=NCC(=O)O)cc1OCC | 0.31 | i
CCOc1ccc(N(CC(=O)NC2CCCCC2)C(=O)CNC(=O)c2cccs2)cc1 | -0.33 | i
O=C(NC(=S)Nc1ccccc1Cl)c1csnn1 | 0.28 | i
COc1ccc(Cl)cc1NC(=O)COC(=O)CCc1cc(OC)c(OC)c(OC)c1 | -4.94* | i
Cn1c(Cc2csc(N)n2)nnc1SCC(=O)NC1CCCCC1 | -1.41 | i
CC(C)CNC(=S)NNC(=O)c1ccccc1OC(F)F | 0.95 | i
COc1ccc(NC(=O)COC(=O)C23CCC(=O)N2c2ccccc2S3)cc1 (stereo not given) | 0.85 | i
CCCCCOc1ccc(CSCCNC(=S)Nc2ccccc2)cc1 | 0.03 | i
Cc1ccc(S(=O)(=O)CC2CSc3nnc(C)c(=O)n32)cc1 (stereo not given) | -0.8 | i
COc1cccc(NC(=O)COc2ccc(Br)c(C)c2)c1 | 2.42 | i
Cn1c(-c2ccccc2)c(C(=O)CCl)c2ccccc21 | -0.62 | .
Cc1ccc(C(C)n2cc(C(=O)NCCN3CCN(C)CC3)nn2)cc1 (stereo not given) | -1.38 | i
O=C(NCc1ccc2c(c1)OCO2)C1CCC(CNS(=O)(=O)c2ccccc2)CC1 (stereo not given) | 2.07 | i
Cc1cccc(NS(=O)(=O)c2ccc3oc(=O)ccc3c2)c1C | 1.14 | i
COc1ccc2cnn(Cc3ccccc3)c(=O)c2c1OC | -0.74 | i
CC(C)NC(=O)C(=O)NCCN1CCN(S(=O)(=O)c2ccc(Cl)cc2)CC1 | -2.28 | i
Cc1ccc(S(=O)(=O)N(Cc2cccc(Cl)c2)C(=O)N2CCN(C)CC2)cc1 | 6.37 | i
CCOc1ccc(C(=O)Nc2c3c(nn2-c2ccc(F)cc2)CS(=O)C3)cc1 (stereo not given) | 0.85 | i
COc1ccc(NC(NC(=O)c2ccc(OC)cc2)C(Cl)(Cl)Cl)cc1 (stereo not given) | 2.27 | i
Cc1cc(C(=O)OCC(=O)Nc2nccs2)c2ccccc2n1 | 1.98 | i

More records:
Molecule | Kir21 block | CHT block
CCN1CCCC(CO)(Cc2ccccc2)C1 (stereo not given) | -0.94 | i
Cc1cccc(Cn2c(=O)oc3ccc(C)cc32)c1 | 0.87 | i
CCc1cccc(CC)c1NC(=O)c1ccccc1CCc1ccccc1 | -0.55 | i
CNC(=O)Nc1cc(NC(=O)NC)cc(C(F)(F)F)c1 | -0.55 | i
COc1cccc(S(=O)(=O)Nc2cccnc2)c1 | -0.62 | i
COc1ccc(S(=O)(=O)N2CCC(C(=O)NCc3cccs3)CC2)cc1 | 1.01 | i
CCN(CC(=O)NCCCN1CCOCC1)S(=O)(=O)c1ccc(F)cc1 | 0.54 | i
FC(F)(F)c1cccc(Sc2cc(C(F)(F)F)nc(-c3ccccn3)n2)c1 | -1.1 | i
Cc1cc(C)c2nc(SC3CCOC3=O)cc(C)c2c1 (stereo not given) | 0.97 | i
O=C1CCCCCN1C(=O)c1ccc(C(=O)N2CCCCCC2=O)cc1 | 0.65 | i
Brc1ccc2[nH]c3c(NCc4ccccn4)ncnc3c2c1 | 0.29 | i
CCOC(=O)C1CCN(Cc2coc3ccc(Cl)cc3c2=O)CC1 | 0.21 | i
COc1ccc(Cc2nc3ccc(C(=O)N4CCCN(C=O)CC4)cc3o2)cc1 | 0.09 | i
CN(C)CCSc1nc(-c2ccccc2)nc2c1COC(C)(C)C2 | 0.17 | i
Cc1ccc(NC(=O)C2OCCc3ccccc32)cc1Cl (stereo not given) | -0.98 | i
COc1ccc(-n2ccnc2SCC(=O)NCc2ccccc2)c(OC)c1 | -0.6 | i
CNc1nc(N)c([N+](=O)[O-])c(Nc2cccc(F)c2)n1 | 0.08 | i
O=Cc1c(Nc2cccc(C(F)(F)F)c2)nc2ccccn2c1=O | -1.88 | i
Cc1cc2c(c(=O)n1CCc1ccccc1)C(C(C)C)C(C#N)=C(N)O2 (stereo not given) | 1.2 | i
COc1ccc(NC(=O)c2ccc(N(C)S(C)(=O)=O)cc2)cc1OC | -1.14 | i
CC(C)c1ccc(/C=N/NC(=O)c2cccc(S(=O)(=O)N3CCOCC3)c2)cc1 | 0.7 | i
CC(=O)c1ccc(OCCCC(=O)OCC(=O)Nc2ccc3[nH]c(=O)[nH]c3c2)cc1 | 0.73 | i
Cc1cc(C(=O)COc2ccccc2C#N)c(C)n1C1CC1 | -1.02 | i
Clc1ccc(Cn2cccn2)cn1 | -0.1 | i
Cc1n[nH]c(=S)n1/N=C/c1ccccc1 | -0.47 | i
CCN(CC(=O)NCc1ccc(F)cc1)C(=O)Cc1c(F)cccc1Cl | -0.05 | i
O=C1CC(c2ccc(F)cc2)SC(N(c2ccccc2)c2ccccc2)=N1 (stereo not given) | -0.07 | i
